# Screens (PubChem)
# M5 ag – agonists of human muscarinic M5 receptor (CHRM5) | P08912 | CHO-K1 hM5 cells, Fluo-8 calcium fluorescence; 0% DMSO wells, 100% maximal acetylcholine response | activation, % at 3 µM | hit rate 0.19% among 360,000;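 active = activation above the run's mean over test compounds plus 3 SD, cut at about 23% in these data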;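 note: signal is peak over basal fluorescence ratio across the kinetic read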
# CHRM4 antagonist – antagonists of human muscarinic M4 receptor (CHRM4); inhibition, % at 3 µM; CHO-hM4 cells, ACh EC80, Fluo-8 calcium fluorescence; P08173; hit rate 0.73% among 360,000;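 active = inhibition above its plate's cutoff, the mean inhibition of sample wells plus 3 SD, cut at about 27% in these data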;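 note: 0% = acetylcholine EC80 with DMSO and 100% = DMSO without agonist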
# Target sequence (P08173 whole entry, looked up): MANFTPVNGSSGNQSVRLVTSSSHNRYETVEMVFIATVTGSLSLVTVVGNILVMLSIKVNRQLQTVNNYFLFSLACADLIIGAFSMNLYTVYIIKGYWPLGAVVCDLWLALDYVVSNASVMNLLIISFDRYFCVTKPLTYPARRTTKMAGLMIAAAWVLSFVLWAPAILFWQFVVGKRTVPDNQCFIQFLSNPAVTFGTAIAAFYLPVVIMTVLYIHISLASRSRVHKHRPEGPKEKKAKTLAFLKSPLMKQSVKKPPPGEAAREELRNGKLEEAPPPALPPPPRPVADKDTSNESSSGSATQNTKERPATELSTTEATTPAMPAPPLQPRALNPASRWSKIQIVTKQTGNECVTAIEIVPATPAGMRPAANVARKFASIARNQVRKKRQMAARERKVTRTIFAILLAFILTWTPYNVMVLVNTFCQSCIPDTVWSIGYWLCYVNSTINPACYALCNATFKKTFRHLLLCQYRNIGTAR
# CHRM5 antagonist – CHRM5 antagonism in calcium assay | P08912 | CHO-hM5 cells, Fluo-8 calcium fluorescence, ACh EC80 | inhibition, % at 3 µM | hit rate 0.59% among 360,000 | AID 624040;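 active = inhibition above a per-plate cutoff, the mean of that plate's test compounds plus 3 SD, cut at about 27% in these data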;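 note: 0% = acetylcholine EC80 with DMSO and 100% = DMSO without agonist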
# M1 PAM – human CHRM1 positive allosteric modulation. P11229. CHO-K1 hM1, Fluo-8 calcium fluorescence, ACh EC20; 0% = ACh EC20, 100% = maximal ACh. activation, % at 3 µM. hit rate 0.088% among 360,000; in the data active = activation above about 19%, passing the limit was not always enough
# Target sequence (P11229 whole entry, looked up): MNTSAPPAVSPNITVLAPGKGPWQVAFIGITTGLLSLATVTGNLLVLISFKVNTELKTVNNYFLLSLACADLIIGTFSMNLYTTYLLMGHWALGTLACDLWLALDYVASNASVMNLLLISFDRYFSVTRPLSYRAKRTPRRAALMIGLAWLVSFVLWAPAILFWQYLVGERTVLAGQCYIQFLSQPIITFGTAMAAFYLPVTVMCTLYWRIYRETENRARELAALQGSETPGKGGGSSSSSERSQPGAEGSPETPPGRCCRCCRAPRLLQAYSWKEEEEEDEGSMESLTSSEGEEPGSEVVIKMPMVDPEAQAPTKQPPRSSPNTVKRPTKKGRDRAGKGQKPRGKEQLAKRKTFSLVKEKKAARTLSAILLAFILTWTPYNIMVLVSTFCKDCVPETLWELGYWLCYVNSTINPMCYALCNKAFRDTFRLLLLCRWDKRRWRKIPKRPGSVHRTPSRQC
# M4 ag – CHRM4 agonism in calcium assay; CHO-K1 hM4/Gqi5, Fluo-8 calcium fluorescence; vehicle 0%, full acetylcholine response 100%; activation, % at 3 µM; hit rate 0.14% among 360,000;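 active = activation above the run mean over all test wells plus 3 SD, cut at about 32% in these data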;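 note: peak over basal fluorescence ratio per well then scaled between controls; 0% = DMSO wells and 100% = acetylcholine at EC100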
# CRFR2-BP ag – CRF-BP/CRF-R2 complex agonism; HEK293 CRF-R2/CRF-BP, calcium dye fluorescence (FLIPR); percent of saturating CRF peptide response; activation, % at 13.2 µM; hit rate 0.46% among 350,000; AID 588473;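 active = activation of at least 50%, plus an integration ratio under a set limit after plate pattern correction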;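 note: plate controls were neutral control wells without compound for no effect and CRF at EC100 for full effect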
# CHRM4 PAM – potentiates acetylcholine response at human M4 receptor. P08173. activation, % at 3 µM. hit rate 0.4% among 360,000. CHO-K1 hM4/Gqi5, Fluo-8 calcium fluorescence, ACh EC20; 0% = ACh EC20, 100% = maximal ACh. AID 624126;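 active = activation above its plate's cutoff, the mean activation of sample wells plus 3 SD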; note: some results filed as inactive read as strong as hits
# CRFBP-R2 block – CRF-BP/CRF-R2 complex antagonism; HEK293 CRF-R2/CRF-BP, CRF-induced calcium fluorescence; inhibition, % at 11.8 µM; hit rate 0.59% among 350,000; AID 588475;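 active = inhibition of the ligand-induced calcium signal above about 50% at the single tested concentration, limit read from the data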
# CHRM5 PAM – CHRM5 positive allosteric modulation; hit rate 0.3% among 360,000; CHO-K1 hM5, Fluo-8 calcium, ACh EC20 PAM; 0% = ACh EC20, 100% = ACh EC100; activation, % at 3 µM; AID 624038;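 active = activation above the run cutoff, the mean activation of all test compounds plus 3 SD, cut at about 18% in these data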
#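 Measured by: Fluo-8 calcium fluorescence; material: human M5 receptor in CHO-K1 cells; schedule: Post-acetylcholine fluorescence recording 140 s; benchmarks: low control EC20 acetylcholine (0%), high control EC100 acetylcholine (100%); read-out: Max/basal fluorescence ratio as % of EC20–EC100 ACh window; compound: single dose, 3 µM nominal final test concentration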
# Starred values were filed as active, the others as inactive; x = no result given.
cpd	Molecule	M5 ag	CHRM4 antagonist	CHRM5 antagonist	M1 PAM	M4 ag	CRFR2-BP ag	CHRM4 PAM	CRFBP-R2 block	CHRM5 PAM
1	O=C(COC(=O)CCc1ccccc1)NC1CCS(=O)(=O)C1 (stereo not drawn)	4	-9	4	-8	1	0.0	6	3	-1
2	Cc1ccc(C(=O)CSc2nnc(-c3ccc4[nH]c(C)c(C)c4c3)o2)cc1C	0	9	5	7	1	-1.6	-2	13	-5
3	O=[N+]([O-])/C=C1\CCCCCN1	-1	-9	18	-4	16	1.7	-4	2	-6
4	O=C(C1CCCO1)N1CCN(C(=S)Nc2ccccc2)CC1 (stereo not drawn)	1	-3	-2	16	1	-0.7	6	15	1
5	Cc1c(NC(=O)C(C)OC(=O)c2cccc([N+](=O)[O-])c2)c(=O)n(-c2ccccc2)n1C (stereo not drawn)	-1	13	2	0	0	0.7	-12	5	-4
6	C[C@]1(CC/C(=C/CO)CO)[C@H](C=O)CC[C@@]23COC(=O)C2=CCC[C@@H]31	3	-15	2	12	0	x	9	x	-1
7	Cc1ccc(NC(=O)C2CCCN(S(=O)(=O)c3cccc4cccnc34)C2)cc1 (stereo not drawn)	-1	-14	11	-5	10	-0.6	-1	-13	-10
8	CCCCC(=O)Nc1ccc(C(=O)NNC(=O)c2ccco2)cc1	1	-10	4	11	2	1.1	13	-12	-1
9	CC(=O)OC1C(OC(C)=O)C2C(C)CC3OC(=O)C(C)C3CC2(C)C1OC(C)=O (stereo not drawn)	-1	-16	-7	4	1	1.9	6	19	5
10	O=C(CN1CCC(C(=O)c2ccc(F)cc2)CC1)Nc1ccccc1Cl	0	-4	12	3	4	1.2	-5	-27	0
11	CN1C(=O)C(O)(CC(=O)c2cccnc2)c2ccccc21 (stereo not drawn)	2	11	3	11	0	-0.1	-8	-3	0
12	O=C(CN1CCCc2ccccc21)Nc1ccccc1[N+](=O)[O-]	-3	1	13	2	-1	-0.4	-6	13	-5
13	COc1cc(S(=O)(=O)N2CCOCC2)ccc1NC(=O)COC(=O)/C=C/c1cc(OC)c(OC)c(OC)c1	1	-4	7	4	2	0.9	5	-2	12
14	C=CCSc1nnc(NC(=O)CCNC(=O)c2ccco2)s1	-1	5	8	9	0	-1.1	1	-3	-3
15	O=C(c1ccc(F)c(S(=O)(=O)N2CCOCC2)c1)N1CCN(c2ncccn2)CC1	-1	3	-2	9	2	-0.1	6	5	3
16	O=C(CNC(=O)c1ccc(Br)o1)NCc1ccccc1Cl	-3	4	-21	8	2	-0.2	0	-4	6
17	Cc1ccccc1-c1cc(C(=O)NCc2ccc3c(c2)OCO3)nn1CC1CC(c2cccc([N+](=O)[O-])c2)=NO1 (stereo not drawn)	5	-1	4	-10	0	-0.5	6	9	-6
18	Cc1ccc(C)c(N2CCN(C(=O)c3cc4sccc4n3C)CC2)c1	3	-13	2	-1	1	-1.7	7	-3	-3
19	O=C(c1cnn(C(=O)c2ccco2)c1)c1ccccc1O	3	-5	6	4	1	0.1	8	2	4
20	CC(C)CNC(=O)COC(=O)c1ccc(F)cc1Cl	0	10	12	6	0	-0.3	-1	-12	-2
21	CC(C)c1nnc(NC(=O)Cc2cccs2)s1	1	-8	3	3	-1	-3.0	9	-6	-1
22	O=C(Nc1cc(C(=O)Nc2ccccc2C(=O)O)cc(C(=O)Nc2ccccc2C(=O)O)c1)c1ccccc1	-3	5	1	15	-1	0.5	12	104*	2
23	COc1ccccc1-c1ncn(Cc2cccc(-c3ccccc3)c2)c1-c1cc(C)cc(C)c1	-1	11	3	x	2	x	0	x	-5
24	CS(=O)(=O)c1ccc2nc(NC(=O)c3cccc(Cl)c3)sc2c1	3	0	3	4	4	0.1	0	-9	5
25	COc1ccc(NS(=O)(=O)c2ccc(SC)cc2)cc1	8	4	1	-13	6	0.0	-4	7	-5
26	CCC(C)NC(=O)CSc1ccc(S(=O)(=O)N(C)C2CCCCC2)cn1 (stereo not drawn)	7	-1	4	-2	6	-3.4	7	-5	-12
27	COc1ccc(-c2ccc3c(N)c(C(=O)c4cccc(OC)c4)sc3n2)cc1	4	6	-1	-6	2	0.6	4	0	-1
28	CC(C)C(NC(=O)c1ccc(Cl)cc1)C(=O)NC1=NCCS1 (stereo not drawn)	-1	1	5	0	-1	0.8	-3	6	-1
29	N#Cc1cccc(C(=O)C(=O)N2CCN(C(=O)OCc3ccccc3)CC2)c1	3	-8	6	x	8	x	-1	x	-8
30	Nc1nnnn1CC(=O)N/N=C/c1cc([N+](=O)[O-])ccc1Cl	3	5	1	0	2	0.7	3	-1	1

# An excerpt of these results, screen by screen:
[18] Cc1ccc(C)c(N2CCN(C(=O)c3cc4sccc4n3C)CC2)c1
[19] O=C(c1cnn(C(=O)c2ccco2)c1)c1ccccc1O
[20] CC(C)CNC(=O)COC(=O)c1ccc(F)cc1Cl

Screen / compound no. | 18 | 19 | 20
M5 ag | 3 | 3 | 0
CHRM4 antagonist | -13 | -5 | 10
CHRM5 antagonist | 2 | 6 | 12
M1 PAM | -1 | 4 | 6
M4 ag | 1 | 1 | 0
CRFR2-BP ag | -1.7 | 0.1 | -0.3
CHRM4 PAM | 7 | 8 | -1
CRFBP-R2 block | -3 | 2 | -12
CHRM5 PAM | -3 | 4 | -2

# (more compounds)
cpd	Molecule	M5 ag	CHRM4 antagonist	CHRM5 antagonist	M1 PAM	M4 ag	CRFR2-BP ag	CHRM4 PAM	CRFBP-R2 block	CHRM5 PAM
31	COc1ccc(C2CC(c3ccccc3)Nc3nc(NC(=O)c4cccs4)nn32)cc1 (stereo not drawn)	-1	9	10	0	1	1.8	1	-11	-6
32	Cn1nnnc1SCC(=O)N1CCc2ccccc2C1	-5	-7	5	-5	8	-0.3	-7	-4	-34
33	O=C(Nc1ccncc1)Nc1ccc(F)cc1	2	-8	4	4	10	3.1	-1	-4	-10
34	COc1ccc(-c2nc(CS(=O)(=O)CC(=O)NCc3ccccc3Br)c(C)o2)cc1	0	-6	7	6	5	2.1	2	-6	-5
35	O=C(NNS(=O)(=O)c1ccc(F)cc1)c1ccc([N+](=O)[O-])cc1	-11	8	4	-7	1	-1.6	-13	16	-5
36	CS(=O)(=O)Nc1ccc(C2=NN(C(=O)C3CCCCC3)C(c3cccs3)C2)cc1 (stereo not drawn)	-5	-7	-1	10	-2	-0.2	11	-7	-2
37	Cc1cccc(C)c1NC(=O)CN(Cc1ccccc1)Cc1ccccc1	16	-3	3	2	26	x	-6	x	-4
38	CC1(c2ccccc2)CC(C)(C)n2c(O)c(C3=NC(=S)NC3=O)c3cccc1c32 (stereo not drawn)	9	0	3	4	1	-0.5	-5	-5	6
39	N#Cc1ccc(S(=O)(=O)N2CCCN(c3ccc(C(F)(F)F)cn3)CC2)cc1	0	7	-12	6	2	3.7	-10	-19	11
40	COc1ccc(C(=O)N2CCN(Cc3ccccn3)CC2)cc1	-2	7	1	8	1	-0.9	1	11	-2
41	CC(=O)Nc1ccc(C(=O)NCCc2ccccc2)cc1	0	7	1	-8	1	0.6	-6	20	-4
42	CCc1ccc(C(=O)OCC(=O)N(CC)c2c(N)n(Cc3ccccc3)c(=O)[nH]c2=O)cc1	0	7	7	-2	-1	0.4	1	-1	7
43	COc1ccc(CCNC(=O)CCn2c(=O)c3ccccc3n(CC(=O)NCC3CCCO3)c2=O)cc1OC (stereo not drawn)	1	4	-2	4	1	0.1	5	4	1
44	CCN(C(C)=O)c1cnc(C=NNC(N)=S)c2ccccc12	3	-3	9	13	0	-2.4	0	13	2
45	CC1Cn2c(nnc2-c2ccc(F)cc2)S1 (stereo not drawn)	1	-7	-4	7	-1	-3.6	1	-10	2
46	Cc1onc(-c2ccccc2)c1C(=O)N1CCN(S(=O)(=O)c2ccc3c(c2)OCCO3)CC1	-4	-12	-9	8	1	-2.7	20	-23	2
47	COc1ccc(C(=O)OC(C(=O)c2ccc(C)cc2)c2ccccc2)cc1 (stereo not drawn)	0	11	2	2	-1	3.5	-12	1	-8
48	COc1cc(/C=C/C(=O)N2C(=O)c3cccc(N)c3C2=O)cc(OC)c1OC	3	-4	-3	-2	3	-0.6	0	-6	2
49	CC(=O)Nc1ccc(S(=O)(=O)N2CCCC2C(=O)Nc2ccc(F)cc2)cc1 (stereo not drawn)	-1	4	-4	9	1	2.1	7	-5	4
50	Cc1ccc([C@@H]2CC(=O)[C@@H]3CN(S(=O)(=O)c4ccc(C)cc4)[C@H](c4ccccc4F)C[C@@H]3N2S(=O)(=O)c2ccc(Cl)cc2)cc1	3	-13	-16	4	0	x	-4	x	11
51	COCCN1C(=O)C(=O)/C(=C(/O)c2ccc(S(=O)(=O)N3CCOCC3)cc2)C1c1cccc(Cl)c1 (stereo not drawn)	-1	-10	1	10	1	-0.2	4	-2	4
52	O=C(Cc1ccc(Cl)c(Cl)c1)Nc1cccnc1	2	-3	8	11	4	0.0	-3	7	-1
53	CC(=O)Nc1ccc(NC(=O)COC(=O)c2ccc(C)s2)cc1	1	2	0	8	1	-0.9	8	1	-2
54	CC(C)(C)NC(=O)CSc1nc2ccc(NC(=O)CSc3nnnn3Cc3ccccc3)cc2s1	2	16	7	-8	14	1.7	-17	17	-20
55	O=C(N/N=C/c1cccc(O)c1)c1ccc(-n2cnnn2)cc1	-5	-4	0	16	0	-1.4	8	-3	3
56	COc1ccc(C(=O)N2CC(c3ccccc3)CC2=O)cc1 (stereo not drawn)	-4	-5	7	13	2	2.9	6	-7	5
57	Cc1noc(C)c1COc1cccc(C(=O)NCc2ccccc2Cl)c1	-6	6	8	10	1	-1.5	-1	15	-5
58	CC1(C(=O)NS(=O)(=O)c2cccc(Cl)c2)CCN1C(=O)CCc1cccs1 (stereo not drawn)	0	15	-2	-3	1	x	-5	x	-5
59	Cc1ccc2nc(NC(=O)c3ccc(-c4nc5ccccc5s4)s3)sc2c1	2	-10	5	-1	1	0.6	6	8	-10
60	O=C(COC(=O)c1n[nH]c2ccccc12)Nc1ccccc1	-1	-4	-3	9	2	-1.2	-2	-2	-1
61	CCCS(=O)(=O)N1CCCC(C(=O)c2cccc(Cl)c2)C1 (stereo not drawn)	1	-3	7	2	0	-0.6	-8	-5	0
62	CN(C)CCNc1cccc2sc3ccc(O)cc3c(=O)c12	0	5	-2	3	2	x	0	x	4
63	CCCC(=O)Nc1cccc(-c2cn3cccnc3n2)c1	4	0	0	18	4	2.2	10	1	9
64	CC(=O)NS(=O)(=O)c1ccc(NC(=S)NC(=O)c2ccco2)cc1	-5	-3	-9	8	0	0.5	1	0	6
65	CCC(=O)Nc1ccc2c(c1)nc(CCN1CCC(C)CC1)n2C	-5	-1	9	5	0	-2.2	1	4	-5
66	COc1cccc(CN(C(=O)c2cccc(OC)c2)C2CCS(=O)(=O)C2)c1 (stereo not drawn)	-2	-2	-7	4	1	-0.9	0	-2	2
67	CN1CCN(CCCNC(=O)c2cc3c(=O)oc4ccccc4c3s2)CC1	-4	5	-7	1	1	0.1	5	7	-2
68	Cc1ccc(N/C(N)=N/c2nc(CSc3nnc(C)s3)cc(=O)[nH]2)c(C)c1	0	2	7	0	1	-1.0	1	9	0
69	Cn1cccc1/C=N/N1CCN(c2ccccn2)CC1	-1	5	6	2	3	-0.2	-4	1	-4
70	COC(=O)CN(c1nc(C)c(Br)c(OC)n1)S(=O)(=O)c1ccccc1	-8	2	4	7	-2	0.6	1	18	2
71	CCn1c2ccccc2c2cc(NC(=O)CN3CCCC3)ccc21	-5	8	12	18	2	-1.8	0	-12	7
